Lmaj promast – reduces viability of Leishmania major promastigotes; resazurin fluorescence viability; inhibition, % at 10 µM; actives 9% (n = 200,000); in the data active means inhibition above about 50%;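 further: promastigotes grown with compound for 44 hours at 28 °C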
PPARg SRC2 recr – PPARgamma-driven SRC-2 recruitment agonism; PPARgamma LBD-SRC-2 recruitment, biochemical; actives 0.34% (n = 200,000); AID 1032; activation, % at 8 µM; P37231; in the data active means activation above about 22%;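 further: 0% = vehicle and 100% = reference agonist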
Target sequence (P37231 whole entry, looked up, the tested form may be a part): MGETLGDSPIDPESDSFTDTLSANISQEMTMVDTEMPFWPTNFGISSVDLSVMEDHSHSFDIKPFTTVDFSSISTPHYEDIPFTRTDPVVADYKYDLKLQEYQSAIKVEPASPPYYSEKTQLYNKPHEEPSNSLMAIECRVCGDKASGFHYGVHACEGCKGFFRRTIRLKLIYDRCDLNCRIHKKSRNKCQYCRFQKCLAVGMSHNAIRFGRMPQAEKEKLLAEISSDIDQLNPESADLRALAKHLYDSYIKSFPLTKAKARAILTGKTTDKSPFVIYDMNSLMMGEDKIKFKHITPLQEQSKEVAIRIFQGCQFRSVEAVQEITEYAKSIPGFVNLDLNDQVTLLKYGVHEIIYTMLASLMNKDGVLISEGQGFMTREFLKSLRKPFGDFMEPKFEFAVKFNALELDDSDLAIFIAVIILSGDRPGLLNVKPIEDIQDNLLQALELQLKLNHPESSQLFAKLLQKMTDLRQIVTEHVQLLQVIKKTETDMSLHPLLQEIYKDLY
TLR4 MyD88 comp – TLR4-MyD88 interaction inhibition in cells. O00206+Q99836. inhibition, % at 8.4 µM. HeLa CL3-4 TLR4/MyD88 BLA complementation, FRET ratio. AID 861. actives 0.18% (n = 200,000); in the data active means inhibition above about 25%;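 further: 0% = vehicle and 100% = reference inhibitor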
Redox H2O2 prof – compounds producing H2O2 with reducing agent – biochemical, NIH compound library profiling, artefact control for MLSCN library redox annotation, primary screen; actives 0.03% (n = 200,000); AID 878; activation, % at 10 µM; DTT-dependent redox cycling H2O2, phenol red/HRP absorbance; 100% = 100 µM peroxide control, 0% = buffer;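 active means activation of at least 50% relative to the plate's high and low controls in the primary single-dose screen; inactive means activation below 50%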;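 further: compound incubated with DTT at 0.8 mM final as the reducing agent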
ROMK primary – modulators of human ROMK potassium channel; P48048; Tet-inducible ROMK, thallium flux fluorescence; actives lie on both sides; B-score at 10 µM; actives 2% (n = 130,000);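 active means signal ratio slope over the read window, or its plate-corrected B-score, at least 3 SD from the plate mean, either direction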;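 further: B-score of the F/F0 ratio slope over 7 to 12 s after thallium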
Target sequence (P48048 whole entry, looked up): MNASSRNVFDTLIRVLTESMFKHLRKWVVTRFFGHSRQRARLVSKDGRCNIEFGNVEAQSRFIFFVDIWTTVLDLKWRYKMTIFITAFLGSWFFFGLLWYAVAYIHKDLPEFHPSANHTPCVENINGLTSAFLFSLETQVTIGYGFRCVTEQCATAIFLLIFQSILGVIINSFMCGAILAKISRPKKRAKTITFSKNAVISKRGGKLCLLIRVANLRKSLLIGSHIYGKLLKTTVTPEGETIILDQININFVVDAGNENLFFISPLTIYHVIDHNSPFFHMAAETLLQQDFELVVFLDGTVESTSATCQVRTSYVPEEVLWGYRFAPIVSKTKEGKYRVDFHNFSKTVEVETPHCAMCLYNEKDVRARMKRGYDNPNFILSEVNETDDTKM
bIAP activator – intestinal alkaline phosphatase (bovine) activation | actives 0.17% (n = 200,000) | purified bovine IAP, CDP-star luminescence, 30 min; hits give high values; fold of DMSO-control signal, blank-subtracted | activation factor at 20 µM;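 active means activation factor of 2 or more at 20 µM, a signal rise over negative controls twice the positive control's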
PPARg SRC-1 ag – agonists of human PPARgamma SRC-1 coactivator recruitment; PPARgamma-SRC-1 coactivator recruitment biochemical assay; activation, % at 8 µM; actives 0.41% (n = 200,000); AID 631; in the data active means activation above about 19%;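 further: 0% = DMSO and 100% = reference agonist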
PPARg SRC3 recr – promotes SRC-3 coactivator recruitment by human PPARgamma; P37231; biochemical PPARgamma/SRC-3 coactivator recruitment assay; activation, % at 8 µM; actives 0.26% (n = 200,000); in the data active means activation above about 23%;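 further: 0% = DMSO and 100% = reference agonist; some compounds past the cut are filed as inactive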
S1P3 antagonist – antagonists of human S1P3 receptor | actives 0.27% (n = 170,000) | AID 485 | CHO S1P3 NFAT-BLA reporter, FRET fluorescence, antagonist mode | inhibition, % at 4.98 µM;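 active means inhibition above the plate cutoff, the mean inhibition of test wells on that plate plus 3 SD, cut at about 28% in these data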;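 further: cells challenged with S1P at its EC80 of 0.8 µM; blue over green emission ratio from cleaved BLA substrate after 4 h stimulation; 0% = S1P-stimulated wells and 100% = unstimulated DMSO-only wells; some compounds past the cut are filed as inactive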
bIAP inh – blocks bovine intestinal alkaline phosphatase activity | purified bovine IAP, CDP-star luminescence, 30 min | inhibition, % at 20 µM | 190,000 tested, under 10 active | AID 1019;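 active means over 50% inhibition of intestinal alkaline phosphatase at 20 µM in the single-dose screen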
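Assay system – bovine IAP enzyme · Quantity – bovine IAP at 1/65,000,000 final dilution · Detection – CDP-star luminescence signal · Times – 30 min reaction at room temperature · Also added – CDP-star substrate at 30 µM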
SRC2 TRFRET art – TR-FRET artefact, counter-screen to PPARgamma/SRC-2 agonist assay; TR-FRET ratio at 8 µM; hits give high values; actives 0.4% (n = 200,000); in the data active means TR-FRET ratio above about 2000; further: inactives centre near 1500; reference of the scale not given here
The depositor's hits bear a star; nt = no result given. Rows were taken by chance; about 11% have a hit in one of these screens.

SMILES | Lmaj promast | PPARg SRC2 recr | TLR4 MyD88 comp | Redox H2O2 prof | ROMK primary | bIAP activator | PPARg SRC-1 ag | PPARg SRC3 recr | S1P3 antagonist | bIAP inh | SRC2 TRFRET art
COc1cc(C2OCC3C(c4ccc(OC5OC(CO)C(O)C(O)C5O)c(OC)c4)OCC23)ccc1O (stereo not drawn) | -11 | -4 | -5 | -0.2 | nt | 1 | 2 | 3 | -11 | 0 | 1427
Cc1ccc(NC(=O)CC2S/C(=N/N=C/c3c[nH]c4ccccc34)NC2=O)cc1 (stereo not drawn) | 5 | 3 | 8 | 0.6 | 0.0051 | 0.9 | -5 | 5 | 3 | 14 | 1278
COc1cc(SC#N)ccc1N=Cc1c(C)[nH]n(-c2cccc3ccccc23)c1=O | 18 | -4 | -13 | 1.2 | nt | 1.1 | -10 | -3 | nt | -5 | 1650
Cc1cccc(C)c1NC(=O)N1CCCC1C(=O)Nc1ccc(-n2cnnn2)cc1 (stereo not drawn) | 4 | 3 | 5 | -0.9 | 0.37 | 0.9 | -9 | -2 | -2 | 8 | 1566
COc1ccc(N(C(C)=O)S(=O)(=O)c2cccs2)cc1 | 0 | -3 | -2 | 0.8 | -0.11 | 0.9 | 1 | -4 | nt | 14 | 1324
C=CCn1c(C)cc(-c2csc(NC)n2)c1C | 96* | 9 | -6 | 0.1 | -1.2 | 1 | 8 | 10 | -11 | 3 | 1729
CC(=C1C(=O)c2ccccc2C1=O)N1CCN(C/C=C/c2ccccc2)CC1 | 83* | 14 | 5 | 0.2 | 0.51 | 0.9 | 6 | 9 | nt | 6 | 1571
COc1ccc(NC(=O)N(CCCN(C)C)Cc2cc3cc(OC)ccc3[nH]c2=O)cc1 | 0 | -6 | -2 | 0.3 | -0.55 | 1 | 0 | -2 | 7 | -2 | 1617
O=S(=O)(NC1CCCCCC1)c1ccc(Br)s1 | 7 | -2 | -5 | 0.6 | -1.5 | 0.8 | -1 | -7 | nt | 18 | 1461
COc1ccc(CNC(=O)C(c2ccco2)N(C(=O)c2ccccn2)c2ccccc2)cc1 (stereo not drawn) | 8 | -5 | 3 | -0.1 | nt | 1 | -6 | -3 | -17 | -4 | 1400
Cc1ccc(/C=N/Nc2nnc(Cc3ccccc3)c(=O)[nH]2)o1 | 0 | 10 | -15 | -0.7 | -0.17 | 0.9 | 13 | 4 | -21 | 6 | 1634
COc1cccc(NC(=O)Cn2c(=O)n(CCC(=O)NCc3ccco3)c(=O)c3ccccc32)c1 | -1 | -1 | -15 | -0.7 | -0.26 | 0.9 | 3 | -1 | -4 | 10 | 1590
O=C(NCCc1ccccc1)C1CCN(S(=O)(=O)c2cccs2)CC1 | -3 | -5 | 1 | -0.1 | nt | 1 | -7 | -4 | -4 | 2 | 1426
COc1ccc(CCNC(=O)Cn2c(=O)n(Cc3ccco3)c(=O)c3ccc(Cl)cc32)cc1OC | 0 | 6 | 7 | -2.6 | nt | 1.1 | 5 | 3 | 11 | -9 | 1647
O=C(Nc1nc(-c2cccc3ccccc23)cs1)c1ccc2c(c1)S(=O)(=O)c1ccccc1C2=O | -5 | 5 | 1 | 0.4 | 1.2 | 1 | -6 | 5 | -6 | 0 | 1523
O=C(CSc1ccc(Cl)cc1)Nc1ccc(N2CCN(C(=O)c3ccc(Cl)cc3)CC2)cc1 | 1 | -6 | -5 | 3.5 | nt | 0.9 | -18 | -2 | nt | 14 | 1533
COc1ccc(S(=O)(=O)Nc2c(C(=O)O)[nH]c3ccccc23)cc1OC | -11 | -3 | -5 | 0.6 | 0.23 | 0.6 | 3 | -1 | 5 | 41 | 1573
O=C(c1ccccc1)c1ccccc1C(=O)N1CCN(C(=O)c2ccccc2)CC1 | 0 | 2 | 5 | -0.4 | 0.47 | 1 | -4 | 3 | -18 | 0 | 1527
S=c1[nH]nc(COc2ccccc2)n1C1CCCCC1 | 3 | -1 | -3 | 2.8 | 0.26 | 1 | 2 | 0 | -49 | 0 | 1492
CCOC(=O)c1ccc(N2Cc3ccccc3C2=N)cc1 | 4 | -2 | -3 | 0.5 | -0.087 | 0.8 | 0 | 13 | nt | 15 | 1419
O=C(NNC(=S)NC(=O)c1cccs1)c1ccc(NC(=O)c2ccccc2)cc1 | 99* | 0 | -2 | 1.1 | nt | 0.9 | 0 | 1 | 11 | 9 | 1442
O=C(NCCc1ccccc1)c1c(O)c2cccc3c2n(c1=O)CC3 | -4 | -3 | 5 | -0.4 | nt | 0.6 | 13 | 13 | -19 | 37 | 1569
Cc1ccc(-c2nnc(SCC(=O)Nc3ccc(N4CCOCC4)cc3)o2)cc1 | -2 | -1 | -4 | -8.1 | nt | 1 | 5 | 7 | nt | 4 | 1523
COC(=O)CCc1nc2ccccc2nc1OC | -5 | 3 | 0 | 0.0 | -0.19 | 1 | 4 | 5 | 5 | 1 | 1569
CC(=O)Nc1ccc2nc(NS(=O)(=O)c3ccc(C)cc3)sc2c1 | -8 | -1 | -15 | -1.0 | nt | 1.1 | 14 | 5 | 4 | -9 | 1551

Other entries follow.
SMILES | Lmaj promast | PPARg SRC2 recr | TLR4 MyD88 comp | Redox H2O2 prof | ROMK primary | bIAP activator | PPARg SRC-1 ag | PPARg SRC3 recr | S1P3 antagonist | bIAP inh | SRC2 TRFRET art
O=C(NCc1ccccn1)C1CCCCC1 | 5 | -10 | 2 | -0.7 | 1.4 | 1 | -6 | -3 | -16 | -5 | 1457
CCO[C@@H]1OC(C(=O)N2CCN(Cc3ccc4c(c3)OCO4)CC2)=C[C@H](C2CC2)[C@H]1CCCO | 9 | 11 | -9 | -0.1 | nt | 1.4 | 0 | -1 | -17 | -36 | 1553
CCOc1ccc2nc(NCCNC(=S)NCCCN(C)C)c(C#N)cc2c1 | 56* | -6 | -9 | -0.4 | -1.7 | 0.8 | 2 | 0 | 5 | 23 | 1495
COc1cc(NC(=O)Cc2nn(C)c(=O)c3ccccc23)cc(OC)c1OC | -4 | -3 | -6 | -4.0 | nt | 1 | 2 | 2 | nt | 3 | 1540
COC(=O)Cc1ccc2c3ccccc3n(C)c2c1 | 0 | 7 | 14 | 0.3 | -0.52 | 0.8 | 6 | 5 | nt | 16 | 1563
O=C(CN1CCNCC1)NCCSc1ccc(Cl)cc1 | 88* | -8 | -4 | -1.3 | -2* | 1.1 | -7 | 1 | -10 | -8 | 1456
Cc1oc(-c2ccc(Cl)cc2)nc1CN1CCCC(C(=O)NCc2ccco2)C1 (stereo not drawn) | 6 | -7 | 2 | 2.5 | -2 | 1 | 1 | -11 | -17 | 2 | 1457
CCn1cc(C(=O)N2CCN(c3ccccn3)CC2)c(=O)c2cc(S(=O)(=O)N(C)C3CCCCC3)ccc21 | -7 | -6 | -1 | -0.2 | -0.017 | 1 | -6 | 4 | 1 | -5 | 1622
CCCCN1CCCCC1C(=O)Nc1c(C)cc(C)cc1C (stereo not drawn) | 8 | 12 | 6 | 0.5 | 0.14 | 1.1 | 10 | 0 | -6 | -14 | 1487
CC(C)OC(=O)c1nnc(Cc2ccc(Cl)cc2)o1 | -6 | -3 | -1 | 0.7 | -1.6 | 0.9 | -5 | 1 | -10 | 12 | 1486
COc1ccccc1NS(=O)(=O)c1ccc(NN=C2CCCC2)c([N+](=O)[O-])c1 | 4 | -5 | -3 | 0.5 | nt | 1.2 | 3 | -7 | -9 | -19 | 1661
O=C(N/N=C/C(Br)=C/c1ccccc1)c1cc(-c2ccco2)[nH]n1 | 12 | 6 | 9 | -0.7 | 1.4 | 0.9 | 10 | 0 | 11 | 5 | 1587
N#Cc1cc(-c2ccccc2)oc1/N=C/c1ccccc1O | 2 | 6 | 8 | 3.2 | nt | 0.9 | 10 | 2 | nt | 13 | 1642
S=c1[nH]nc(-c2ccccc2Cl)n1CC1CCCO1 (stereo not drawn) | -3 | 0 | -11 | 0.4 | nt | 1 | 3 | -5 | -19 | 5 | 1652
CCOc1ccc(NC(=O)CCN2CCN(c3ccccc3)CC2)cc1 | -5 | 4 | -10 | -0.5 | nt | 1 | 2 | 2 | -18 | 4 | 1464
Cc1noc(/C=C/N(C)C)c1S(=O)(=O)N1CCCC(C(=O)NCc2ccco2)C1 (stereo not drawn) | -7 | 2 | 3 | -1.4 | nt | 1.3 | 6 | 2 | -33 | -27 | 1586
COC(=O)C1=C(C)NC(C)=C(C(=O)OC)C1c1cc2ccc(C)cc2[nH]c1=O | 20 | -7 | 0 | 0.1 | 0.72 | 1 | 8 | 13 | -18 | 1 | 1607
CCc1nn(C)c(N)c1C | -2 | -5 | 8 | -0.9 | 0.33 | 1 | -2 | 3 | -1 | -1 | 1755
O=C1CCN(C(=O)Nc2ccccc2)N1 | -12 | 6 | -15 | -7.7 | -0.75 | 0.9 | 1 | 2 | nt | 7 | 1541
CCOC(=O)c1ccc(NC(=O)CSc2nnc(C)n2-c2ccccc2)cc1 | 43 | -1 | -4 | -2.2 | nt | 1 | 0 | 0 | -32 | -2 | 1325
c1ccc(CC2CCN(c3nc4ccccc4n4cnnc34)CC2)cc1 | 65* | 1 | -4 | 4.3 | nt | 1 | 3 | -4 | nt | 1 | 1488
CC1CCCCN1S(=O)(=O)c1coc(C(N)=O)c1 (stereo not drawn) | 2 | 5 | 0 | -0.7 | nt | 1 | -1 | 6 | -25 | 2 | 1685
CCOc1ccc(/C=C(\C#N)C(=O)c2c(C)[nH]c3ccccc23)cc1OC | 3 | -2 | -17 | -0.4 | 1 | 1 | 4 | 9 | -16 | 0 | 1646
COc1cc(NC(=O)CCCC(=O)OCC(F)(F)C(F)F)nc(OC)n1 | 26 | 3 | -5 | -0.2 | 0.66 | 1 | -1 | -12 | -6 | 4 | 1567
COc1ccc(CNCC(O)COc2cccc3c2OC(C)(C)C3)cc1 (stereo not drawn) | 86* | -2 | -6 | -1.4 | -0.94 | 1 | 8 | 0 | 19 | 0 | 1747
CN(C)/C=C(\C#N)S(=O)(=O)c1ccccc1 | -9 | 4 | -2 | -1.0 | -0.27 | 0.9 | 3 | -3 | 11 | 11 | 1585
COc1ccc(-c2[nH]ncc2-c2csc(C)n2)c(O)c1 | -6 | 6 | 6 | 0.3 | nt | 0.9 | 0 | 3 | -2 | 5 | 1759
O=C(CNCC1CCCO1)N1CCN(S(=O)(=O)c2ccc3ccccc3c2)CC1 (stereo not drawn) | 1 | -2 | -6 | 0.2 | -0.42 | 0.9 | -1 | 1 | nt | 6 | 1455
Cc1cccc(C(C)C)c1NC(=O)CSc1nncn1C | 0 | 9 | 2 | 0.0 | -0.017 | 1 | -2 | 1 | nt | 2 | 1341

Some entries already given with just PPARg SRC-1 ag, ROMK primary and TLR4 MyD88 comp.
SMILES,PPARg SRC-1 ag,ROMK primary,TLR4 MyD88 comp
COc1ccccc1NS(=O)(=O)c1ccc(NN=C2CCCC2)c([N+](=O)[O-])c1,3,nt,-3
CCn1cc(C(=O)N2CCN(c3ccccn3)CC2)c(=O)c2cc(S(=O)(=O)N(C)C3CCCCC3)ccc21,-6,-0.017,-1

Screening results: PubChem BioAssay, several laboratories
